APJ ag: APJ receptor agonism. P35414. CHO-K1 APJ PathHunter beta-arrestin, luminescence; 0% DMSO wells, 100% apelin. activation, % at 20 µM. 0.11% of 330,000 active;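 active = activation more than six SD over the plate average, tested at 20 µM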;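 note: 0% = DMSO alone and 100% = apelin-13 at 10 nM; some results filed as inactive read as strong as hits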
Target sequence (P35414 whole entry, looked up): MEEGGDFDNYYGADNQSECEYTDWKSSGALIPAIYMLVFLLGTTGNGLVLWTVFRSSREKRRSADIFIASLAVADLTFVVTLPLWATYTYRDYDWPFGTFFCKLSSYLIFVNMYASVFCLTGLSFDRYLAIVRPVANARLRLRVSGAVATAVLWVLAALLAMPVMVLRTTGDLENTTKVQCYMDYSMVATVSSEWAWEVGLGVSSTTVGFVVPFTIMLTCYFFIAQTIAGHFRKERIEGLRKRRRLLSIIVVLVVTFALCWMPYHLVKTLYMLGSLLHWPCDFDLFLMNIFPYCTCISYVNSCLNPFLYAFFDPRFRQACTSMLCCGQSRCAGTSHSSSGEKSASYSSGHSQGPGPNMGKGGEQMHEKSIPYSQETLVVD
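Material: CHO-K1 APJ beta-arrestin complementation cell line; Input: cell density 1000 per well; Incubation: compound stimulation 90 min at 25 °C, detection 60 min; Signal: luminescence from split beta-galactosidase complementation, Galacton Star/Emerald II substrate; Controls: DMSO-only wells as negative, 10 nM Apelin-13 as positive control.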
GRIN3A LBD mod: modulates the human NR3A ligand-binding domain. 2.5% of 340,000 active. NR3A LBD differential scanning fluorimetry, Tm shift; 0% = protein alone, 100% = glycine-bound protein. AID 1259313. Tm shift relative to glycine control, % at 25 µM;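 active = melting temperature shift of at least 10% of the positive control shift, at one fixed dose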
tim10-1 inh: inhibits growth of tim10-1 mutant yeast | S. cerevisiae tim10-1 ts strain growth, BacTiter-Glo, 24 h | AID 463190 | 2.2% of 330,000 active | inhibition, % at 20 µM;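 active = inhibition of at least 40%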;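 note: mutant grown at 25 °C; 0% = DMSO wells with yeast and 100% = wells holding no yeast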
TIM10 inh: growth inhibitors of TIM10 yeast strain. AID 463195. S. cerevisiae TIM10 strain growth, BacTiter-Glo luminescence, 24 h. 1.4% of 330,000 active. inhibition, % at 10 µM;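 active = inhibition of 40% or more at the single tested concentration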;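 note: wild-type TIM10 isogenic control strain grown at permissive 25 °C; 0% = DMSO yeast wells and 100% = minimal medium wells without yeast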
tim23-1 inh: growth inhibitors of tim23-1 mutant yeast; S. cerevisiae tim23-1 growth, BacTiter-Glo luminescence, 24 h; 1.3% of 330,000 active; inhibition, % at 20 µM; AID 463212;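 active = growth inhibition of the mutant yeast at or above 50%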;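 note: temperature-sensitive mutant grown at 25 °C; plate controls were DMSO-treated mutant yeast for no effect and medium wells lacking yeast for full effect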
Mdm2-MdmX inh: human Mdm2/MdmX binding inhibition; SaOS-2 split-luciferase Mdm2/MdmX complementation, luminescence; 3% of 330,000 active; inhibition, % at 8 µM; O15151+Q00987;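 active = inhibition of at least 50% at 8 µM in the primary screen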
UPR CHOP act: apoptotic UPR (CHOP) activation; activation, % at 10 µM; 0.34% of 330,000 active; CHO-CHOP luciferase reporter, luminescence; percent of tunicamycin response over DMSO baseline;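 active = at 10 µM dose, activation of 40% or more, normalized to positive control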;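 note: 100% = tunicamycin at 10 µg/mL and 0% = DMSO alone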
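Material: CHO-CHOP cells, stable luciferase reporter of PERK-eIF2a-CHOP signalling; quantity: 500 reporter cells seeded per well; buffer or medium: F12 medium containing 10% fetal bovine serum; compound: one dose, 10 µM in 0.5% DMSO; incubation: 6 h compound treatment, 37 °C; measured by: Steady-Glo luciferase luminescence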
NALP3 yeast inh: blocks the NALP3 inflammasome reconstituted in yeast; AID 2825; 0.39% of 330,000 active; inhibition, % at 10 µM; Yeast reconstituted NLRP3/ASC/caspase-1, beta-gal luminescence, 24 h;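 active = inhibition of 50% or more; inactive = inhibition below 50%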;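 note: plate controls were induced DMSO wells for no effect and uninduced yeast grown without galactose for full effect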
XBP1 UPR activ: adaptive UPR (XBP1) activation. CHO-XBP1 luciferase reporter, IRE1-XBP1 UPR activation, luminescence; percent of tunicamycin response, DMSO as zero. activation, % at 20 µM. 0.33% of 330,000 active. AID 463104;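 active = versus positive control, 20 µM dose yields 30% or more activation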;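 note: 100% = tunicamycin at 10 µg/mL and 0% = DMSO only wells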
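Material – CHO cell line with stable XBP1 luciferase reporter · Buffer or medium – F12 plus 10% FBS · Compound – single point, 20 µM final compound, 1% DMSO · Schedule – 16-18 h cell attachment at 37 °C, then 6 h compound exposure · Signal – Steady-Glo luminescence read · Benchmarks – high control tunicamycin 10 µg/mL final, low control DMSO vehicle only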
* marks the source's active call; other numbers are inactive results. Hits appear at their usual frequency; 8.2% or so of the library scored in one or more.

no.	Molecule	APJ ag	GRIN3A LBD mod	tim10-1 inh	TIM10 inh	tim23-1 inh	Mdm2-MdmX inh	UPR CHOP act	NALP3 yeast inh	XBP1 UPR activ
1	Cc1ccccc1-c1nc(CS(=O)CC(=O)NCCN2CCOCC2)c(C)o1 (stereo not drawn)	-4	-1	0	-8	-3	10	2.6	28	-2
2	COc1ccc(C(=O)C2CCCN(C(=O)C3=CCCC3)C2)c(C)c1 (stereo not drawn)	-3	-4	9	6	11	7	0.1	8	-3
3	CCOC(=O)c1c(N=CN(C)C)c(C#N)n2c1CCC2	-1	1	-6	7	4	8	0.9	11	-5
4	Cn1cnnc1SCC(=O)NC1CC1	0	3	3	3	12	5	-0.8	-3	-4
5	O=[N+]([O-])c1cc2c(cc1/C=N/Nc1nc(Nc3ccccc3)nc(N3CCCCC3)n1)OCO2	-5	-1	19	31	14	64*	7.0	9	10
6	O=C1C2CC=CCC2C(=O)N1c1ccc(NCCc2ccc(Cl)cc2)c([N+](=O)[O-])c1 (stereo not drawn)	-3	-1	18	19	4	19	46*	4	-2
7	COc1ccccc1OCC(=O)Nc1ccc(S(=O)(=O)N2CCN(C)CC2)cc1	0	-2	6	20	-8	22	0.9	11	-1
8	CN(CC(=O)Nc1ccccc1C(F)(F)F)C(=O)C1CCN(S(=O)(=O)c2ccc3c(c2)OCCO3)CC1	-3	1	9	-3	4	5	1.4	3	-2
9	O=C(CCn1c(=O)sc2ccccc21)NCCCn1ccnc1	-2	1	2	9	11	-13	0.7	1	-1
10	Cc1cnc(C(=O)Nc2cccc(-c3nnc4n3CCCCC4)c2)cn1	-4	-2	5	10	3	3	-1.1	3	0
11	COc1ccc(-n2c(C)cc(=O)[nH]c2=O)cc1	2	1	6	7	14	6	-0.4	25	-4
12	O=C(CSc1ccc(-c2ccccn2)nn1)Nc1ccc(F)cc1F	1	-1	3	3	-6	27	2.1	6	-4
13	Oc1ccc(Cl)cc1C=Nc1ccc2c3c(cccc13)CC2	7	-4	14	27	63*	-5	-0.4	31	0
14	COc1ccc(-c2noc(CNS(=O)(=O)c3ccc(NC(C)=O)cc3)n2)cc1	3	1	4	-1	-4	3	-0.7	11	-3
15	CSc1nc(Cl)c(Cc2ccc(OCC(C)C)cc2)c(N2CCOCC2)n1	-3	0	17	20	9	17	0.0	-1	1
16	O=S(=O)(c1ccccc1)N(Cc1cccc(F)c1)c1ccccc1	-1	-5	3	3	14	16	-1.8	-21	-6
17	CCOC(=O)c1cccc(NC(=O)C2CCCO2)c1 (stereo not drawn)	0	-2	10	3	18	6	1.5	15	-1
18	CS(=O)(=O)Cc1ccc(C(=O)N2CCCC2c2cccs2)cc1 (stereo not drawn)	-3	0	16	-7	8	11	0.7	25	10
19	CC1(C)SC2c3ccccc3C(=O)N2[C@@H]1C(=O)O (stereo partly drawn)	-1	0	3	-4	2	16	0.6	-6	-1
20	CCn1c(=S)sc2c(=O)n(CC(=O)Nc3cc(OC)ccc3OC)c(C)nc21	-3	-4	18	7	25	7	-1.6	-1	-2
21	COC(=O)CCC(=O)N1CCC(CCC(=O)NCc2ccc(F)cc2)CC1	-3	-1	-9	4	8	-6	-0.5	21	-5
22	Cc1ccc(NC(=O)CN2CCN(C)CC2)cc1Br	-3	0	-22	-7	-4	20	0.5	14	-7
23	O=C1N(c2ccc(Cl)cc2)C(c2ccccc2)N2CCCN12 (stereo not drawn)	-4	-3	-12	-15	-4	-11	-0.8	2	2
24	CC(C)(C)NC(=O)C(c1ccncc1)N(C(=O)Cn1nnc(-c2ccc(F)cc2)n1)c1cccc(F)c1 (stereo not drawn)	1	0	16	1	4	3	-1.6	-11	0
25	COc1ccc(OC)c(NC(=O)c2ccccc2NS(=O)(=O)c2cccc3cccnc23)c1	-4	-1	17	11	14	25	-2.5	0	-1
26	c1ccc2c(c1)nc(NC1CCCCC1)c1nncn12	-1	-2	19	12	34	23	2.2	-17	1
27	CCOc1cc(/C=C2/NC(=O)N(CC(=O)Nc3cccc(C)c3)C2=O)ccc1O	0	-13	9	7	3	-23	0.5	0	1
28	O=C(Nc1ccccc1C(=O)N1CCCC1)C1CCN(c2ncccn2)CC1	-4	-1	-1	5	9	11	2.6	-10	0
29	COc1ccccc1N1CCN(C(=O)CNC(=O)c2ccc(Cl)cc2Cl)CC1	7	-2	-14	4	23	-11	2.1	13	-1
30	COc1ccccc1OCCCCOc1ccccc1C(C)=O	-2	-8	4	-1	19	26	-0.1	29	-1
31	O=C(O)c1cn(-c2ccccc2)nc1-c1ccncc1	-5	-1	15	0	3	-3	-0.9	8	-2
32	COCCSc1ccccc1C(=O)NCc1ccc(S(N)(=O)=O)cc1	-3	1	6	-5	-13	6	-1.5	12	-3
33	CC(=O)Nc1ccc2c(c1)n(C)c(=O)n2C	2	1	3	-4	4	66*	0.2	3	0
34	CCOc1ccc(C(=O)C(C)OC(=O)C2CCN(c3ccc(C(F)(F)F)cn3)CC2)cc1 (stereo not drawn)	-6	0	-1	-9	6	23	-2.3	6	-5
35	O=C(CSc1nn(-c2ccccc2)c(=S)s1)NC1CCS(=O)(=O)C1 (stereo not drawn)	1	-5	9	-14	8	-17	4.0	16	1
36	CCN(CC(=O)N1CCOCC1)S(=O)(=O)c1cc(Cl)ccc1Cl	1	1	0	5	14	-13	0.9	10	-4
37	CCC(=O)Nc1ccc(N2CCN(S(C)(=O)=O)CC2)cc1	0	-7	-3	8	4	8	-0.2	11	-1
38	O=[N+]([O-])c1ccc(NC(=S)N2CCc3ccccc32)cc1	-12	-1	49*	35	54*	22	0.7	31	-3
39	COc1ccc(C(=O)c2cnc[nH]2)cc1OC	0	-1	-6	-17	4	-21	1.1	0	-1
40	CC(=O)N1CCN(C(=O)Nc2cccc(C(F)(F)F)c2)CC1	-5	-1	-2	14	9	-7	-1.9	14	0
41	O=C(COC(=O)c1c2c(nc3ccccc13)/C(=C/c1cccc([N+](=O)[O-])c1)CCC2)NC1CCS(=O)(=O)C1 (stereo not drawn)	-1	11*	15	1	19	71*	1.7	-9	8
42	CC(C)N1CC(O)=C(c2nc3ccccc3[nH]2)C1=N	-6	5	1	-8	1	1	-1.0	10	4
43	O=C1C2C3CCC(C3)C2C(=O)N1Cc1ccco1 (stereo not drawn)	1	0	13	-5	13	12	2.3	-6	-2
44	Cc1ccc(C)c(NC(=O)CSc2nc3ccc(N4C(=O)c5ccccc5C4=O)cc3s2)c1	-4	3	5	5	7	24	-1.5	22	2
45	COc1cnn(-c2ccccc2)c(=O)c1SCc1ccc(Cl)cc1Cl	-3	4	34	19	28	2	-0.9	9	-3
46	Cc1noc(C)c1COC(=O)Cc1ccc(Cl)c(Cl)c1	-9	2	13	20	-4	27	2.2	4	2
47	Cc1ccc(-n2nnc(-c3nccn3C)n2)cc1	-2	3	20	7	20	-86	-4.0	18	-5
48	O=C(CSc1ccc(-c2ccc(F)cc2)nn1)NCc1ccco1	-5	1	27	24	12	-2	0.2	-89	0
49	CN1N=C(c2ccc(Cl)cc2)CC(c2ccc(Cl)cc2)C1=O (stereo not drawn)	0	2	42*	12	40	5	-1.3	25	-1
50	CC1CCCCN1C(=O)Nc1cccc(Cl)c1 (stereo not drawn)	-3	-2	16	17	51*	6	0.9	4	5
51	CC(=O)Oc1ccc(-c2cccc(C(=O)OCC(=O)Nc3ccccc3Oc3ccccc3)c2)cc1	-2	-1	-34	-21	-22	13	1.5	2	-1
52	Cc1nn(-c2ccccc2)c(Cl)c1/C=C1\SC(=S)N(C)C1=O	-3	0	2	-9	2	40	3.4	6	9
53	O=C(NNc1c2ccccc2nc2ccccc12)c1ccccc1Cl	-5	-8	9	0	1	19	-0.3	30	-1
54	NNC(=O)c1cc2ccccc2cc1NS(=O)(=O)c1ccccc1	1	-1	20	2	30	-11	2.1	6	-4
55	NC(=O)c1ccc(NC(=O)C2CCCC2)cc1	1	3	-1	2	17	19	2.0	9	-2
56	O=C1C=C(c2ccc(O)cc2)C[C@@H](c2ccc3c(c2)OCO3)C1	-3	-12	22	19	34	27	1.5	8	4

Compound activity from PubChem BioAssay.
